PME-1 primary = PME-1 (human) inhibition; Q9Y570; recombinant PME-1, FP-Rh probe fluorescence polarization; inhibition, % at 5.9 µM; 320,000 tested, 0.53% active;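 active = inhibition above the campaign mean of all compounds plus 3 SD, cut at about 26% in these data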;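 also: competitive labeling of PME-1 active site by serine hydrolase directed probe; 0% = PME-1 with DMSO and 100% = wells lacking PME-1 enzyme; inhibitors block probe labeling so polarization falls and inhibition rises; many of its hits are not listed in these tables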
Target sequence (Q9Y570 whole entry, looked up): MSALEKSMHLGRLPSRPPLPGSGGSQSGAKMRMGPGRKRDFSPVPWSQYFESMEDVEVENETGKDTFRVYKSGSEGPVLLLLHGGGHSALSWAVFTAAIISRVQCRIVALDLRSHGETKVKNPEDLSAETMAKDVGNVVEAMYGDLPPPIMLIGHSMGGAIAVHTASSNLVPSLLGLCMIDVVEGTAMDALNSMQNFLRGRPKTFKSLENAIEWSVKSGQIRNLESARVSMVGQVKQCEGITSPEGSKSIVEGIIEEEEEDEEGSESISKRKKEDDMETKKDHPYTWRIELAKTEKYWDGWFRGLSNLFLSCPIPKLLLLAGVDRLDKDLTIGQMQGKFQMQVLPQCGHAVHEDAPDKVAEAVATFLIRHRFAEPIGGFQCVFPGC
BCLXL inh = inhibitors of human Bcl-xL | Q07817 | GST-Bcl-xL / FITC-Bim BH3 peptide fluorescence polarization | inhibition, % at 10.9 µM | 320,000 tested, 0.7% active | AID 2129;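 active = inhibition above the mean of all tested compounds plus 3 SD, cutoff set per campaign, cut at about 30% in these data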;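 also: 0% = DMSO wells and 100% = unlabeled Bim-BH3 peptide competitor; inhibitors lower millipolarization by displacing the labeled peptide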
Target sequence (Q07817 whole entry, looked up): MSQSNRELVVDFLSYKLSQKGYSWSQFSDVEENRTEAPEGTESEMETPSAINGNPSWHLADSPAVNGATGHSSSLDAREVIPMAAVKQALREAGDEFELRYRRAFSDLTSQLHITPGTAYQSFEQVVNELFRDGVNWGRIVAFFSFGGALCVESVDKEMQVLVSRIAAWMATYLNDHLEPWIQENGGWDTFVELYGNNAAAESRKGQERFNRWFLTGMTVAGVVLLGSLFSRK
PAD4 FP inh = inhibitors of human PAD4; Q9UM07; recombinant PAD4, RCA probe fluorescence polarization; inhibition, % at 6.36 µM; 330,000 tested, 0.41% active; AID 485272;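 active = percent inhibition above a cutoff equal to the mean of all tested compounds plus 3 SD, cut at about 15% in these data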;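 also: 0% = PAD4 with RCA probe and DMSO and 100% = probe without PAD4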
Fam108B inh = counter-screen for RBBP9 inhibitors: inhibitors of mouse Fam108B | 300,000 tested, 0.33% active | AID 1947 | inhibition, % at 9.51 µM | recombinant Fam108B, FP-Rh probe fluorescence polarization;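 active = inhibition above the screen mean inhibition plus 3 SD, computed separately per campaign, cut at about 18% in these data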;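 also: inhibitors lower polarization as less probe binds the enzyme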
TPT1 inh = blocks Candida albicans tRNA 2'-phosphotransferase; recombinant caTPT1, FP RNA substrate dephosphorylation; inhibition, % at 5 µM; 300,000 tested, 0.81% active;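 active = inhibition above the mean of all tested compounds plus 3 SD, set per screening campaign, cut at about 24% in these data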;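 also: plate controls were DMSO alone for no effect and ferristatin control at 100 nM for full effect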
GLD-1 TGE inh = GLD-1-TGE RNA interaction inhibition (C. elegans); inhibition, % at 5.96 µM; 320,000 tested, 0.44% active; purified GLD-1 + fluorescein TGE RNA, fluorescence polarization;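 active = percent inhibition above a per-plate cutoff, the plate mean of test compounds plus 3 SD, cut at about 30% in these data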;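 also: 0% = DMSO wells with GLD-1 and probe and 100% = wells lacking GLD-1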
GSTO1 inh = counter-screen for RBBP9 inhibitors: inhibitors of human GSTO1 | 300,000 tested, 1.1% active | inhibition, % at 5.96 µM | recombinant GSTO1, activity-based probe fluorescence polarization | P78417;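 active = inhibition above the campaign mean inhibition plus 3 SD, cut at about 35% in these data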;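 also: 0% = GSTO1-1 with DMSO and 100% = wells lacking GSTO1-1 enzyme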
MEX-5 binding = C. elegans MEX-5 TCR-2 RNA binding activity. MEX-5/FITC-TCR2 RNA binding, fluorescence polarization; stronger effect = lower value. activity score (negative = inhibition of binding), % at 10 µM. Q9XUB2. AID 1832. 300,000 tested, 0.38% active;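 active = inhibition past about -25% in most replicates, and total fluorescence under double the plate's negative control median, limit read from the data; inconclusive = replicates evenly split on the limit, or fluorescence at least double controls; inactive = too little inhibition in most replicates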;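 also: 0% = DMSO and -100% = 5 µM competing unlabeled TCR2 RNA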
Target sequence (Q9XUB2 whole entry, looked up): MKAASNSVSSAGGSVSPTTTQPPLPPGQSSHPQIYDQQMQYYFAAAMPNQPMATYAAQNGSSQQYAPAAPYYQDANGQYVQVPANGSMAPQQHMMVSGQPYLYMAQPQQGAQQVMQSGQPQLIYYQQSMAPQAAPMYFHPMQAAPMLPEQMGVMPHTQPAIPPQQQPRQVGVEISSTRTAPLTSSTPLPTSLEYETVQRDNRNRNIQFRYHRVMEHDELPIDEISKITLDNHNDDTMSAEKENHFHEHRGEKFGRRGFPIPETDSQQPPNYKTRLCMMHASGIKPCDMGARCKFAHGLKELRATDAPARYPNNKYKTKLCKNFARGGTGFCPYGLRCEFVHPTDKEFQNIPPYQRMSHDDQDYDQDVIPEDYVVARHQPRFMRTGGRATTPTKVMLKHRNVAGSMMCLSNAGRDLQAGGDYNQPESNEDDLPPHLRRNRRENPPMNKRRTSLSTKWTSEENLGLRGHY
MCL1-BIM inh = disrupts human MCL1 binding to BIM-BH3 peptide | Q07820 | GST-MCL1 / FITC-Bim-BH3 fluorescence polarization | inhibition, % at 10.9 µM | 320,000 tested, 0.68% active | AID 2057;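 active = inhibition above the mean inhibition of all tested compounds plus 3 SD, set per campaign, cut at about 40% in these data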;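 also: 0% = DMSO wells and 100% = unlabeled Bim-BH3 peptide control; higher means more loss of mP so more displacement of Bim peptide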
Numbers without * were called inactive; ? = inconclusive; . = not tested or not shown; & = joins results of further samples.

SMILES	PME-1 primary	BCLXL inh	PAD4 FP inh	Fam108B inh	TPT1 inh	GLD-1 TGE inh	GSTO1 inh	MEX-5 binding	MCL1-BIM inh
Cc1c(C(=O)OCC(=O)N(CCC#N)c2ccccc2)oc2c1ccc1ccccc12	2	2	0	-9	-5	-4	-7	0.5	0
CCC(C(=O)NCCc1ccccc1OC)n1nc(C)c2c(C)n(-c3ccccc3)nc2c1=O (configuration not stated)	-5	4	-3	2	-2	-5	-6	0.2	6
COc1cc(-c2nnc(COc3ccc(Cl)cc3C)o2)cc(OC)c1OC	-3	-1	0	4	1	5	2	-0.2	-3
COc1ccc(O)c(-c2cc(-c3ccccc3Cl)[nH]n2)c1	17	3	0	8	1	8	-1	-1.0	6
COc1ccccc1C(=O)NCC(=O)OCC(=O)Nc1cccc(S(=O)(=O)N(C)C)c1	3	6	-2	4	0	1	-2	1.2	-4
CCN1CCN(CCC(=O)Nc2cc(C)ccc2C)CC1	-1	5	1	0	-1	2	9	-0.8	1
CCCCc1nc2n[nH]c(N)c2c2c1CCCC2	-2	-2	-1	-1	-5	4	4	0.9	1
CN(Cc1nc(-c2cnccn2)no1)CC1(c2ccccc2)CC1(C)C (configuration not stated)	9	5	-5	1	1	1	3	3.2	4
COCCN(C(=O)CNC(=O)c1ccco1)C(C(=O)NC1CCCCC1)c1cccs1 (configuration not stated)	2	0	0	2	-6	0	-2	2.3	-5
CC(OC(=O)CCC(=O)N1CCN(S(=O)(=O)c2ccc3ccccc3c2)CC1)C(=O)NC(N)=O (configuration not stated)	0	9	-1	-4	1	-4	11	0.4	7
CCOC(=O)CSc1nnc(-c2cccnc2)o1	0	8	2	1	-4	2	-1	-0.1	1
Cc1ccc(NC(=O)c2cccc(C(=O)OC(C)C)n2)c(Br)c1	-5	4	1	-2	-3	6	1	-0.8	10
O=C1CC(c2cccc(Oc3ccccc3)c2)NC(=O)N1 (configuration not stated)	5	1	-3	2	4	-5	4	1.4	0
CC(C)c1nc2c(s1)CCc1onc(-c3ccc(Cl)cc3)c1-2	0	3	1	4	0	1	6	0.2	-3
CC(=O)N1CCc2cc(Br)cc(S(=O)(=O)N3CCCCCC3)c21	-5	6	6	2	-1	7	1	-0.7	5
COc1ccc(NC(=O)CSc2nnc(-c3ccc(C)cc3)n2N)cc1	0	-2	3	-4	-3	7	4	0.7	-4
C[C@H](NC(=O)c1nc[nH]c1C(=O)NC(c1ccccc1)c1ccccc1)C(=O)OC(C)(C)C	-4	0	-1	0	1	15	-5	1.2	-2
N#C/C(=C\C=C\c1ccccc1)C(=O)Nc1ccccc1	-34	6	3	-27	0	3	1	-3.4	7
CCCCN(NC(C)=O)c1nc(Cl)nc(NC(C)C)n1	3	1	-6	0	-1	0	6	-3.1	-9
COc1ccc(CCNC(=O)CSc2nc(-c3ccco3)cc(C(F)(F)F)n2)cc1	5	0	1	1	0	-2	-1	-2.1	-1
COC(=O)c1nnn(Cc2ccccc2)c1N	2	0	-6	0	-3	7	4	-0.5	-4
Cc1ccc(-c2nn3c(C)nnc3s2)cc1NC(=O)c1ccc(OC(C)C)cc1	9	0	2	-3	0	3	0	-0.2	-1
OCCNc1nc(Nc2ccccc2Cl)nc(N2CCCC2)n1	3	-5	-2	0	-2	-14	5	-1.0	0
COc1ccc(CN2C(=O)N(c3ccccc3)C(=O)C2CC(=O)Nc2ccccc2)cc1OC (configuration not stated)	3	5	4	6	-5	6	4	-0.6	10
COc1cccc(Sc2nc(-c3ccccc3)ncc2S(C)(=O)=O)c1	4	4	5	-3	-4	0	2	1.3	0
O=C(COC(=O)c1ccc2c(c1)OCCO2)Nc1cccc(S(=O)(=O)N2CCOCC2)c1	4	-21	-6	-5	-1	-6	-3	-1.2	-19
COc1ccccc1N1CCN(CC(O)COCc2cccs2)CC1 (configuration not stated)	-1	8	1	-1	2	-1	4	-0.6	3
CCOc1cc(/C=C2/C(=N)N3N=C(CC)SC3=NC2=O)ccc1OC(=O)c1ccco1	-5	0	0	-2	10	5	3	2.0	-10
CCOC(=O)C1CCc2nc3ccccc3c(=O)n21 (configuration not stated)	1	3	-4	5	0	8	1	0.6	-1
Cc1onc(-c2ccccc2Cl)c1C(=O)OCC(=O)Nc1ccc2c(c1)OCO2	-2	0	-1	-1	-5	-2	1	0.7	0
Cc1sc(=NC(=O)c2ccco2)n(C)c1-c1ccccc1	2	2	-9	0	-1	5	-1	0.1	1
NS(=O)(=O)c1ccc(CNC(=O)c2cc(-c3ccccc3)nc3ccccc23)cc1	-5	-5	-1	-6	-3	4	-4	1.2	-15
COc1ccc(NC(=O)C(NC(=O)c2ccc(=O)[nH]c2)c2ccc(OC)cc2)cc1 (configuration not stated)	2	-2	-6	1	7	-5	4	-1.0	-6
COc1ccc(NC(=O)CSc2nc3scc(C)c3c(=O)[nH]2)cc1	3	6	-3	2	-1	8	-29	-1.2	5
Cc1cc(C)cc(NS(=O)(=O)c2ccc3oc(=O)ccc3c2)c1	0	-1	-1	0	-2	2	0	-2.3	-5
CCN(CC)C(=O)CC1(c2ccccc2OC)CCOC(C(C)C)C1 (configuration not stated)	2	5	-1	4	0	-2	0	0.3	2
CCOC(=O)c1cccc(NC(=O)c2cccs2)c1	-7	4	1	10	1	2	-14	-1.1	7
COc1ccc(OC)c(N=Cc2c(O)[nH]c3ccccc23)c1	2	18	-2	5	-3	3	-4	0.3	18
CN1CCN(Cc2nc3c(c(=O)n(C)c(=O)n3C)n2CCCc2ccccc2)CC1	-4	1	-2	5	1	-2	2	-1.6	0
COc1ccc(S(=O)(=O)N2CCN(c3ncnc4c(-c5ccccc5)nsc34)CC2)cc1	2	4	0	-3	-1	7	10	.	3
NC(=O)c1ccc(NC(=O)COC(=O)CCSc2ccccc2)cc1	-1	-2	5	-1	-1	0	-6	0.7	-3
Cc1ccc(C(C)C)c(OCc2n[nH]c(=S)o2)c1	3	-19	-3	0	0	4	-2	0.4	-15
c1ccc(-n2nnc3ccccc32)nc1	1	2	4	-1	-1	-2	5	-0.4	-7
CCCc1c(C)c2c(C)[nH]nc2oc1=O	-5	2	-5	2	-3	-4	-3	-2.5	-3
Cc1ccc(C)c(N2CCN(C(=O)C3CCCN(S(=O)(=O)c4c(C)noc4C)C3)CC2)c1 (configuration not stated)	9	5	2	1	-1	5	4	.	9
Cc1noc(C)c1COc1ccccc1C(=O)N(C)CC(=O)Nc1cccc(F)c1	2	2	-3	0	-1	7	-2	-0.8	-2
CS(=O)(=O)c1ccc2nc(NC(=O)C3CCCO3)sc2c1 (configuration not stated)	-4	-2	0	-1	4	3	3	0.1	-2
O=C(Nc1cccc(Cl)c1)O/N=C\c1ccncc1	-5	2	4	1	-9	8	0	0.3	5
O=C(COC(=O)c1cc(=O)[nH]c2ccccc12)Nc1nccs1	-1	-2	-3	-4	2	-4	-13	-2.4	0
CC1CCN(CCCn2c(=S)[nH]c3c(sc4ccccc43)c2=O)CC1	2	-10	0	2	4	3	4	0.7	-12
NC(=O)Cn1c(=O)n(Cc2ccccc2)c(=O)c2cccnc21	6	-4	1	1	-1	-1	2	-0.5	0
Cc1cc(=O)[nH]c(SCCCOc2ccc(F)cc2)n1	0	3	-1	-1	0	0	6	-1.3	11
O=C1C2CC=C(Cl)CC2C(=O)N1CCN1CCOCC1 (configuration not stated)	-4	-1	-3	5	3	5	-5	-0.6	-1
c1ccc(-c2nc3cnccn3c2Nc2ccc3c(c2)OCCO3)cc1	7	10	-2	3	0	-2	3	-0.3	-2
COc1ccccc1OCC(=O)O	2&-1	4&4	3&1	10&-1	1&-3	-1&5	1&1	2.4&-0.1	0&6
CCc1nc(SCC(=O)Nc2ccc(C(=O)O)cc2)n[nH]1	1	4	1	-1	-1	2	0	-4.1	8
C=C(C)c1cccc(C(C)(C)NC(=O)NC(c2ccccc2)c2ccc(OC)cc2)c1 (configuration not stated)	4	3	-2	3	3	8	-3	0.9	9
COc1ccc(CNC(=O)c2cc3c(=O)n4ccccc4nc3n(Cc3cccnc3)c2=N)cc1	1	19	-6	3	10	-5	-1	-12	21
COc1ccc(Cl)cc1N1C(=O)[C@@H]2C(c3cccc(OC)c3OC)=NO[C@@H]2C1=O	2	7	2	-5	-2	0	0	-2.4	2
Cc1ccc(S(=O)(=O)N/N=c2\oc3ccccc3cc2C(=O)Nc2cccc(C)c2)cc1	-7	4	1	1	-2	-3	0	-2.1	0

Rewritten comma-delimited: three of the compounds above
compound,PME-1 primary,BCLXL inh,PAD4 FP inh,Fam108B inh,TPT1 inh,GLD-1 TGE inh,GSTO1 inh,MEX-5 binding,MCL1-BIM inh
C=C(C)c1cccc(C(C)(C)NC(=O)NC(c2ccccc2)c2ccc(OC)cc2)c1 (configuration not stated),4,3,-2,3,3,8,-3,0.9,9
COc1ccc(CNC(=O)c2cc3c(=O)n4ccccc4nc3n(Cc3cccnc3)c2=N)cc1,1,19,-6,3,10,-5,-1,-12,21
COc1ccc(Cl)cc1N1C(=O)[C@@H]2C(c3cccc(OC)c3OC)=NO[C@@H]2C1=O,2,7,2,-5,-2,0,0,-2.4,2

The list goes on:
SMILES	PME-1 primary	BCLXL inh	PAD4 FP inh	Fam108B inh	TPT1 inh	GLD-1 TGE inh	GSTO1 inh	MEX-5 binding	MCL1-BIM inh
CCOP(=O)(c1ccccc1)C(O)c1ccc(F)cc1 (configuration not stated)	3	5	4	3	-2	3	1	-0.1	3
O=C1C2C3C=CC(C3)C2C(=O)N1Nc1c(Cl)cc(Cl)cc1Cl (configuration not stated)	6	5	-4	1	-5	2	6	-0.9	20
Fc1ccc(-c2n[nH]c(=S)n2-c2ccc3c(c2)OCCO3)cc1	3	-14	1	1	-1	9	0	-3.1	-20
CC[C@]1(O)CC2CN(CCc3c([nH]c4ccccc34)[C@@](C(=O)OC)(c3cc4c(cc3OC)N(C=O)[C@H]3[C@@](O)(C(=O)OC)[C@H](OC(C)=O)[C@]5(CC)C=CCN6CC[C@]43[C@@H]65)C2)C1 (some centres not stated)	5	15	3	3	0	8	2	-0.3	20
COc1cccc(NC(=O)C2CCN(Cc3cnn(-c4ccccc4)c3-n3cccc3)CC2)c1	-2	3	-2	1	-5	4	4	1.7	-3
CC(C)(C)c1ccc(OCCC(=O)OCC(=O)N2c3ccccc3NC(=O)C2(C)C)cc1	0	-1	4	-3	-2	12	6	1.8	-3
Cc1cc(C(=O)O)ccc1-c1ccc(/C=C2\NC(=O)N(Cc3ccc(F)cc3)C2=O)o1	-6	11	1	14	1	8	2	?	29
COCCNC(=O)CCC1CCN(C/C=C/c2ccccc2OC)CC1	-3	1	-2	4	0	3	4	1.8	-3
Nc1ccccc1C#Cc1ccccc1	2	0	-4	1	-4	-15	-6	2.6	-3
O=C(NCc1ccc2c(c1)OCO2)c1ccccc1	-3	-13	0	5	4	5	2	0.2	-16
Cc1cc(C)nc(SCc2ccc(C(=O)N/N=C/c3ccco3)cc2)n1	-6	6	-2	8	-2	0	6	1.0	6
CS(=O)(=O)Nc1ccccc1C(=O)N1CCCC1	-4	7	2	-1	-5	3	-3	0.8	1
CCCn1nc(C(=O)Nc2ccc3c(c2)OCO3)c2ccccc2c1=O	9	1	1	.	.	1	.	.	1
COc1ccc(-c2csc(NC(=O)c3c(C)noc3C)n2)cc1	5	6	1	.	.	-1	.	.	6

Screens (PubChem BioAssay)

Some of the compounds tested; count on the stated rates, not on these rows.
